DT40 TDP1 CPT – growth inhibition of DT40 Tdp1-/-;hTDP1 cells with camptothecin (screen for TDP1 inhibitors). chicken DT40 Tdp1-/-;hTDP1 cells + 20 nM CPT, ATP luminescence, 48 h. Potency, µM (series often up to 46.2 µM), inactives show at the top dose activity change, negative = growth inhibition, most hits filed as inhibitors. hit rate 12% among 420,000. AID 686979; also: nearly all actives have a fitted effect of over 55% in size
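Chicken DT40 Tdp1-/- cells stably complemented with human TDP1 were seeded at 400 cells/well in medium containing 20 nM camptothecin, exposed to pin-transferred compounds, and grown at 37 °C for at least 48 hr. Viability was read as ATP luminescence.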
FEN1 inh – inhibitors of human flap endonuclease 1 | P39748 | Recombinant FEN1 flap cleavage, fluorescence, 15 min | Potency, µM (titrated, usually from 114 µM), for the others: at the top dose activity change, negative = inhibition, hits mostly inhibitors | hit rate 0.35% among 390,000 | AID 588795; also: nearly all actives have a fitted effect of over 65% in size
Target sequence (P39748 whole entry, looked up): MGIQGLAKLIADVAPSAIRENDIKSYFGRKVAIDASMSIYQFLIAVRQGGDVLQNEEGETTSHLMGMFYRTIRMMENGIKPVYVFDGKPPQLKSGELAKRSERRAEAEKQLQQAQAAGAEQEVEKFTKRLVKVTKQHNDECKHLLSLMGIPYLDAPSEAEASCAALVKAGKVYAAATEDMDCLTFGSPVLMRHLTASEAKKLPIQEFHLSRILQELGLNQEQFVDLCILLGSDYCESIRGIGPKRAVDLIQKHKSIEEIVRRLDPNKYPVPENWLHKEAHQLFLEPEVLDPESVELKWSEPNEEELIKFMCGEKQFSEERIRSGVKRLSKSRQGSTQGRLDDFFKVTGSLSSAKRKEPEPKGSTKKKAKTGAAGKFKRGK
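Potency values derive from four-parameter Hill fits of normalized qHTS data. The reaction used 10 nM FEN1 preincubated 15 min at room temperature with compound, then 50 nM DNA substrate, read at 0 and 15 min.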
N370S GC – inhibitors or activators of N370S glucocerebrosidase for Gaucher disease | N370S GC spleen homogenate, 4MU-glucoside fluorescence | hit rate 0.092% among 330,000 | Potency, µM (doses to about 59.4 µM), for inactives: at the highest dose activity change, negative = inhibition, hits mostly inhibitors;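 also: 0% = full enzyme activity and -100% = no enzyme basal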
Numbers without * were called inactive; u = inconclusive; x = no result given; & = joins results of further samples; [ ] = dose if it differs, or a comment. Calls follow the shape of the dose curve; as a rule, active = well fitted curve in the direction sought with a large enough effect; inconclusive = small, poorly fitted or top-dose-only effect, or another doubt; inactive = no such curve, though single readings can be large; an effect the other way counts as inactive or inconclusive. Unless noted, % is scaled to controls: 0 for no effect and ±100 for the full control effect; potency is read from the fitted curve at half-maximal effect. These rows are one share of the data; the hit share may differ from the screen's.

compound	DT40 TDP1 CPT	FEN1 inh	N370S GC
C=CCNC(=S)N/N=C/c1ccc(OCc2ccccc2)cc1	-7%	-1%	2%
O=C(CSc1ccccn1)N1CCN(c2ccc(Cl)cc2)CC1	u	1%	20%
O=C(CC1Oc2ccccc2NC1=O)NC1CCCC1 (stereo unspecified)	0%	3%	4%
CCn1c(CNC(=O)c2cc(OC)c(OC)c(OC)c2)cc2ccccc21	u	-2%	-5%
O=C(NCC1CCCO1)c1cc(S(=O)(=O)N2CCCCC2)ccc1Cl (stereo unspecified)	24%	16%	x
CC(C)Oc1ccc(CNC(=O)c2ccccc2NC(=O)c2nsc3ccccc23)cc1	u	-9%	x
Cc1cc(C)c(S(=O)(=O)c2ccccc2C)c(OCC(C)(C)C)n1	10µM*	-10%	10%
Cc1c(C)c2c(C)[nH]nc2oc1=O	2%	1%	-2%
CC(=O)c1ccc(NC(=O)CN2CCCC2)cc1	4%	9%	0%
Cc1ccc(C(C)C)c(OCC(=O)Nc2cccc(S(=O)(=O)NC3=NCCCCC3)c2)c1	u	-10%	-6%
COc1ccc(C)cc1Nc1n[n+](-c2ccccc2)c(-c2c(OC)ccc3ccccc23)s1	5.8µM*	2%	-12%
CC(C)C(O)(c1ccccc1)C(CN1CCOCC1)c1ccccc1 (stereo unspecified)	u	-13%	4%
COCCCNC(=O)C1CCN(c2cc(C)nc3c(-c4ccc(Cl)cc4)c(C)nn23)CC1	-20%	14%	x
C/C(=N/NC(=O)CNC(=O)C1COc2ccccc2O1)c1ccc2c(c1)OCCO2 (stereo unspecified)	19%	2%	3%
CCc1c(C)nc2ncnn2c1N1CCCC(C(=O)NCCc2ccc(OC)cc2)C1 (stereo unspecified)	u	3%	-1%
O=C(CSc1nccc(=O)[nH]1)c1cc2ccccc2o1	2%	12%	-1%
COC(=O)COc1ccc(-c2nccc(-c3ccccn3)n2)cc1	20%	12%	0%
COc1ccc(CC2(C)OC(c3ccc(C)cc3)=NN2C(C)=O)cc1 (stereo unspecified)	6%	-18%	-3%
Cn1c(=O)c(C(=O)COC(=O)c2cc(C3CC3)nc3ccccc23)c(N)n(Cc2ccccc2)c1=O	21µM*	u	-1%&2%
Cn1c(=O)oc2cc(S(=O)(=O)CCC(=O)NCCc3ccc(Cl)cc3)ccc21	-5%	2%	x
CCOc1ccc(Nc2nc3cc(S(=O)(=O)N(CC)CC)ccc3o2)cc1	5.8µM*	0%	-4%
Cc1cc(C)cc(NC(=O)CN(c2ccc(F)cc2)S(C)(=O)=O)c1	u	-8%	13%
Cc1c(NC(=O)Cn2cc([N+](=O)[O-])cn2)c(=O)n(-c2ccccc2)n1C	-9%	4%	-4%
CCN(CCCNC(=O)C1CCN(S(=O)(=O)CC)CC1)c1ccccc1	-22%	-1%	4%
COC(=O)c1ccc(OC)c(Cn2c(=O)n(Cc3ccccc3)c(=O)c3c2c2cc(OC)ccc2n3C)c1	-27%	4%	x

A different layout for part of the listing above:
CCOc1ccc(Nc2nc3cc(S(=O)(=O)N(CC)CC)ccc3o2)cc1
  DT40 TDP1 CPT: 5.8µM*
  FEN1 inh: 0%
  N370S GC: -4%
Cc1cc(C)cc(NC(=O)CN(c2ccc(F)cc2)S(C)(=O)=O)c1
  DT40 TDP1 CPT: u
  FEN1 inh: -8%
  N370S GC: 13%
Cc1c(NC(=O)Cn2cc([N+](=O)[O-])cn2)c(=O)n(-c2ccccc2)n1C
  DT40 TDP1 CPT: -9%
  FEN1 inh: 4%
  N370S GC: -4%
CCN(CCCNC(=O)C1CCN(S(=O)(=O)CC)CC1)c1ccccc1
  DT40 TDP1 CPT: -22%
  FEN1 inh: -1%
  N370S GC: 4%

Next results follow:
compound	DT40 TDP1 CPT	FEN1 inh	N370S GC
Cc1ccc2c(c1)C(c1ccccc1)N(C(=O)CC(C)C)CC(=O)N2 (stereo unspecified)	-13%	1%	-9%
CCC1CN(C(=O)NCc2ccc(C)cc2)c2cc(C)ccc2O1 (stereo unspecified)	23µM*	3%&0%	-9%
O=C(COC(=O)CCc1ccc(S(=O)(=O)N2CCOCC2)cc1)NC1CCCC1	-3%	11%	20%
Cc1n[nH]c(C)c1S(=O)(=O)N1CCCC(C(=O)NCc2cccs2)C1 (stereo unspecified)	-24%	-1%	1%
CCN(CC)S(=O)(=O)c1ccc(OC(C)C)c(N)c1	-25%	-3%	-13%
NC1=C(Cl)C(=O)c2ccccc2C1=O	5.2µM*	u	x
COc1cccc(C(=O)Nc2ccc(NC(=O)c3ccco3)nc2)c1	-14%	27%	7%
Cc1noc(C)c1CSCC(=O)Nc1nc2ccc(Oc3ccccc3)cc2s1	-9%	-17%	12%
O=C(N/N=C/c1ccc(OC(=O)c2cccs2)cc1)c1ccc(F)cc1	-19%	-17%	4%
CC(=O)N1CCOc2ccc(S(=O)(=O)NCCc3ccccc3)cc21	-17%	12%	-2%
O=C(CSc1nnc(Cc2ccccc2)o1)N1CCc2ccccc21	-6%	33%	u
CN(C)/C=N/S(=O)(=O)c1ccc(Cl)cc1	-11%	20%	1%
O=C(NCCN1CCN(S(=O)(=O)c2ccccc2)CC1)C(=O)Nc1ccc(F)cc1	u	0%	5%
O=C(c1ccccc1)N1CCC2(CC1)NCCc1[nH]cnc12	5%	2%	4%
COc1ccc(N2CCN(C(=O)CCc3ccccc3OC)CC2)cc1	u	0%	-6%
CC1CCN(CCCNC(=O)c2cc3c(=O)n(C)c4ccccc4c3n2C)CC1	23µM*	-18%	-6%
COc1ccccc1CNc1ncnc2ccc(-c3ccc4c(c3)OCO4)cc12	u	x	-20%
CCS(=O)(=O)N1CCC(n2c(C)nc3cccnc32)CC1	7%	1%	x
CCOC(=O)c1ccc(NC(=O)CSCc2ccco2)cc1	u	-17%	-3%
N#Cc1c(-c2ccccc2)c(-c2ccccc2)nn(CC(=O)NNC(=O)Nc2ccc(Cl)c(Cl)c2)c1=O	u	-5%	-2%
CCCCCOc1ccccc1CN1C(=O)C(=O)c2cc(C)ccc21	13µM*	-3%	x
O=C(O)CCC(=O)N1CCN(c2ccc(C(=O)c3ccc(F)cc3)cc2)CC1	-19%	-1%	-12%
C=CCSc1nc2[nH]ncc2c(=O)[nH]1	u	-7%	-6%
O=C(COc1ccc(Cl)cc1Cl)N1CCN(C(=O)c2ccco2)CC1	0%	-2%	-5%
O=C(NC1C2CC3CC(C2)CC1C3)c1ccc2c(c1)OCO2 (stereo unspecified)	-2%	-10%	u

Other records:
compound	DT40 TDP1 CPT	FEN1 inh	N370S GC
O=C(Nc1nc2ccccc2s1)C1CC(=O)N(c2ccc(F)cc2)C1 (stereo unspecified)	-8%	-5%	6%
C[C@H](CO)N1C[C@H](C)[C@@H](CN(C)C(=O)NC2CCCCC2)Oc2ccc(NS(=O)(=O)c3ccccc3)cc2C1=O	-18%	0%	x
COC(=O)C1C(O)=C(C=NCc2ccccc2)C(=O)CC1(C)C (stereo unspecified)	10%	3%	2%
CCN(CC)S(=O)(=O)c1cccc(-c2nnc(SCC(=O)c3ccc(Cl)s3)n2C)c1	u	4%	2%[2.35 µM]
Cc1nn2c(N)c(C#N)cnc2c1-c1ccc(Cl)cc1	-8%	0%	7%
COc1cc(O)c(C(=O)/C=C/c2ccc(O)c(OC)c2)c(OC)c1	u	x	-9%
O=C(COc1ccc(F)cc1Cl)Nc1ccc(N2CCOCC2)cc1N1CCOCC1	u	3%	3%
COc1ccc(OC)c(S(=O)(=O)NCC2CCCO2)c1 (stereo unspecified)	13%	-10%	1%
Cn1cnnc1SCC(=O)NC1CCCN(Cc2ccc(Cl)cc2)C1 (stereo unspecified)	13%	-1%	-5%
COc1cccc(-n2c(SCC(=O)Nc3ccc4c(c3)OCO4)nc3c([nH]c4ccccc43)c2=O)c1	-22%	-8%	x
CCCc1cc(=O)[nH]c(SCC(=O)Nc2ccc([N+](=O)[O-])cc2C#N)n1	u	-2%	0%
Nc1cnn(Cc2ccc(F)cc2)c1	8%	2%	-2%
COc1ccc(NC(=O)CC2C(=O)NCCN2C(=O)c2ccccc2)cc1 (stereo unspecified)	-16%	0%	18%
CCc1ccc(OCC(=O)Nc2ncn[nH]2)cc1	17%	22%	-2%
Cc1ccc(CNC(=O)c2ccc(CS(=O)Cc3ccccc3Cl)o2)cc1 (stereo unspecified)	u	5%	15%
CSc1nncc(/C(C)=N\Nc2cccc(C)c2)n1	-15%	-2%	8%
CCOc1cccc2sc(NC(=O)c3ccc(S(=O)(=O)N4CCCCC4C)cc3)nc12 (stereo unspecified)	u	14%	x
COc1ccc(-c2nc(N3CCCCCC3)sc2C(=O)c2ccccc2)cc1	u	-9%	20%
CCOC(=O)c1c(N=CN(C)C)c(C#N)n2c1CCC2	-29%	6%	8%
CC1Cc2ccccc2N1C(=S)NC1CCCC1 (stereo unspecified)	-14%	11%	-11%
CCNc1c(NS(=O)(=O)c2ccc(C3CCCCC3)cc2)c(=O)oc2ccccc12	18µM*	-1%	0%
CCC1CCCCN1C(=O)CSc1nc2ncccc2[nH]1 (stereo unspecified)	6%	u	3%
CC(C)Oc1ccc(CNS(=O)(=O)c2cnc(N)nc2)cc1	-11%	16%	x
O=C(/C=C/c1ccc(Cl)cc1)N1CCN(c2c(Cl)cccc2[N+](=O)[O-])CC1	u	-12%	7%
CCCC(C)C(=O)Nc1cc([N+](=O)[O-])ccc1Cl (stereo unspecified)	33%[activator]	0%	3%

Whole records, quoted from the list.
`CC(=O)N1CCOc2ccc(S(=O)(=O)NCCc3ccccc3)cc21` across the screens: DT40 TDP1 CPT = -17%; FEN1 inh = 12%; N370S GC = -2%
`CCS(=O)(=O)N1CCC(n2c(C)nc3cccnc32)CC1` across the screens: DT40 TDP1 CPT = 7%; FEN1 inh = 1%; N370S GC = x

Next entries follow.
compound	DT40 TDP1 CPT	FEN1 inh	N370S GC
COc1cc(CNCCSc2nnnn2C)cc(Br)c1OCc1ccccc1	u	-5%	4%
CCOC(=O)C(C(C)=O)c1c(Br)c(O)c(O)c2c(C(=O)c3ccc(C)cc3)coc12 (stereo unspecified)	2.9µM*	-20%	1%
CCCc1cc(=O)[nH]c(Nc2ccc(O)cc2)n1	-30%	5%	-12%
O=C(O)c1ccc(/C=C2\SC(=S)N(NC(=O)c3ccc(Br)cc3)C2=O)cc1	-7%	13%	-15%
O=S(=O)(Nc1ccc(Br)cn1)c1ccc(Cl)s1	-15%	-14%	0%
Cc1ccc(CNC(=O)Cn2ccc3ccccc3c2=O)o1	-6%	2%	-7%
Cc1ccc(Cn2c(C(C)Nc3nc(-c4ccc(F)cc4)cs3)nc3cc(C(=O)NCCCO)ccc32)cc1 (stereo unspecified)	u	5%	x
CC(CCn1cccn1)NC(=O)c1cc(COc2ccc(F)cc2F)on1 (stereo unspecified)	2%	-6%	3%
O=S(=O)(CCSc1ccc(C(F)(F)F)cn1)c1ccc(Cl)cc1	9%	1%	6%
O=C(NC1CCCC1)C1CCCN(S(=O)(=O)c2ccc(-n3cnnn3)cc2)C1 (stereo unspecified)	-14%	-14%	-1%
COc1ccccc1CN1CC[C@@]2(CCCN(C(=O)c3cccn3C)C2)C1	u	x	u
Nn1c(SCC(=O)Nc2ccc(Oc3ccccc3)cc2)nnc1C1CC1	-4%	-8%	1%
N#CCn1c2ccccc2c2nc3ccccc3nc21	u	5%	1%
CC1CC(C)CN(c2oc(-c3ccc(OCc4ccccc4Cl)cc3)nc2C#N)C1 (stereo unspecified)	-11%	-14%	x
Cc1ccc(-c2nnn(CCC(=O)NC(C)(C)C)n2)cc1	3%	-5%	5%
Cc1cc2oc(=O)cc(CN(C)Cc3cccc(F)c3)c2cc1Cl	-29%	3%	-3%
CCC(C)N(C(=O)Cn1c(=O)cnc2ccccc21)C1CCS(=O)(=O)C1 (stereo unspecified)	11%	7%	-3%
O=C(OCc1ccccc1)/C(=C/c1cccc([N+](=O)[O-])c1)NC(=O)c1ccco1	u	2%	4%
CCOC(=O)c1ccc(N/N=C/c2cc(Br)cc([N+](=O)[O-])c2O)cc1	-15%	0%	-11%
Cc1ccc(-c2cc(-c3ccccc3)nc(N)c2C#N)o1	-2%	5%	19%
O=C(CCCN1C(=O)NC2(CCCC2)C1=O)Nc1cccc(S(=O)(=O)N2CCOCC2)c1	3%	0%	1%
CC(NCCCOc1cccc2ccccc12)c1ccccc1 (stereo unspecified)	u	-17%	-21%
CC(C)(C)C1CCc2c(sc(NC(=O)C3CC=CCC3C(=O)O)c2C#N)C1 (stereo unspecified)	-3%	0%	15%
CCCCn1c(-c2cccc3ccccc23)nc2cc3[nH]c(=O)c(C(C)C)nc3cc21	u	-23%	u
